Bioassay records (PubChem)
HCMV antiviral – human cytomegalovirus inhibition; HFF cells, HCMV-luciferase reporter, 72 h; stronger effect = lower value; activity change, negative = inhibition, % at 57.5 µM; hit rate 4.5% among 410,000; AID 1259415; in the data active = activity change below about -60%; inconclusive = no clear call, values can overlap the other calls; inactive = above about -39%
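Cell-based, HFFs, 1000 cells/well, 16 h 37C; cpds in DMSO + HCMV-luc, MOI 1 PFU/cell; 72 h 37C; OneGlo luminescence after 5 min RT; norm. to buffer vs Salinomycin 10uM.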
TbPYK inhibitor – T. brucei pyruvate kinase inhibition | Q57TT1 | TbPYK enzyme, Kinase-Glo Plus ATP luminescence, 45 min | Potency, µM (doses to about 76.8 µM), for inactives: at the top dose activity, negative = inhibition, actives largely listed as inhibitors | hit rate 0.12% among 410,000 | AID 624173; also: potency is read from the fitted curve at half-maximal effect; nearly all actives have a fitted effect of over 50% in size
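TbPYK + substrate in 50 mM TEA pH 7.2, 100 mM KCl, 10 mM MgCl2, 0.05% BSA, 0.01% Tween-20; cpd pinned; ADP 130 uM final; 45 min RT; Kinase-Glo Plus 10 min; luminescence endpoint.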
HCV inh – blocks hepatitis C virus. Huh7.5.1 HCVcc-Cre infection, luciferase reporter, 44 h. Potency, µM (doses to about 41.8 µM), without a hit: top-dose activity change, negative = inhibition, most hits filed as inhibitors. hit rate 3.4% among 340,000. AID 651820; also: potency is read from the fitted curve at half-maximal effect
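Cells (1,000/well) were plated 4 h before compound, then infected with HCVcc-Cre virus (~0.5 moi). After 44 h further culture, infection was read as luciferase luminescence following a 15 min substrate incubation at room temperature.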
AmpC no deterg – AmpC beta-lactamase inhibition without detergent; AmpC nitrocefin hydrolysis, absorbance 480 nm, 0.0001% Triton; Potency, µM (doses to about 57.1 µM), for inactives: top-dose activity change, negative = inhibition, usual class: inhibitors; hit rate 0.52% among 330,000; AID 485341;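 also: potency is read from the fitted curve at half-maximal effect; plate controls were no compound for no effect and no enzyme for full effect; nearly all actives have a fitted effect of over 20% in size; some results filed as inactive show a strong effect at the top dose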
Target sequence (P00811 whole entry, looked up): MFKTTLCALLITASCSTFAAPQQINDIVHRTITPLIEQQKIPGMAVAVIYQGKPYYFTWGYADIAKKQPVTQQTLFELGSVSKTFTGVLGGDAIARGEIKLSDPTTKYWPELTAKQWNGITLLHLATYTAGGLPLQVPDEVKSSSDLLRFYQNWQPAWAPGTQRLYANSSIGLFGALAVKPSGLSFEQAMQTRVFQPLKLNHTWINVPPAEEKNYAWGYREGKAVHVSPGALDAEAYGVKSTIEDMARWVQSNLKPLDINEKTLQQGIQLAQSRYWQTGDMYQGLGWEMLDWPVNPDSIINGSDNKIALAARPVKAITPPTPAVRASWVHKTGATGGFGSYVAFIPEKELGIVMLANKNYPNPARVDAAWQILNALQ
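AmpC (5.3 nM in the dispensed reagent) in 20 mM phosphate pH 7.0 with 0.01% (detergent screen) or 0.0001% Triton X-100 was preincubated with compounds for 15 min at room temperature. Nitrocefin was then added from an 800 uM solution, and hydrolysis was followed at 480 nm.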
AMA1-RON2 inh – inhibitors of Plasmodium falciparum AMA1-RON2 interaction. AlphaScreen AMA1-biotinylated RON2 peptide binding. hit rate 0.2% among 360,000. Potency, µM (top dose mostly 58.2 µM), for inactives: at the top dose activity change, negative = inhibition, actives largely listed as inhibitors;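 also: potency is read from the fitted curve at half-maximal effect; 0% = vehicle wells and -100% = peptide control; nearly all actives have a fitted effect of over 45% in size; some results filed as inactive show a strong effect at the top dose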
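AMA1 (3D7) with his tag at 25 nM final met compounds first, then biotinylated RON2 peptide at 25 nM; detection used donor plus acceptor beads, 10 µg/mL apiece, read by AlphaScreen after 30 min at room temperature.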
LmPK inhibitor – inhibitors of Leishmania mexicana pyruvate kinase; Q27686; purified LmPK, Kinase-Glo ATP luminescence, 1 h; Potency, µM (highest dose often 57.5 µM), inactives show at the highest dose activity change, negative = inhibition, actives largely listed as inhibitors; hit rate 0.37% among 290,000; also: potency is read from the fitted curve at half-maximal effect
Target sequence (Q27686 whole entry, looked up): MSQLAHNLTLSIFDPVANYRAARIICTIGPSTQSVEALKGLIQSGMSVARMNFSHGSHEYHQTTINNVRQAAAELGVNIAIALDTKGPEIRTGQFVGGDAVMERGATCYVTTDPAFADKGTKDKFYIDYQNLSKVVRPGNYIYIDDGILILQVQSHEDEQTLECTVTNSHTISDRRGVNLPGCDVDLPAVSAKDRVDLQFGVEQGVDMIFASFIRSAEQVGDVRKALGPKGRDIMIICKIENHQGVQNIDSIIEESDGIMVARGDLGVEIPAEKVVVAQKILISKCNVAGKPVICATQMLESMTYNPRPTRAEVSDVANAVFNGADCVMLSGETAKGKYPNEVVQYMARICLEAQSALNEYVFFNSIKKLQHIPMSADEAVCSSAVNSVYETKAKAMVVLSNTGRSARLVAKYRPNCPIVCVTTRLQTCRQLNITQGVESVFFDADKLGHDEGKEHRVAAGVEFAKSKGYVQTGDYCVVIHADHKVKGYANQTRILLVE
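Pyruvate kinase activity monitored as ATP production (luciferase luminescence). Conditions: 0.1 nM enzyme, 0.5 mM PEP, 0.1 mM ADP, 1 h, RT; normalized against uninhibited and no-enzyme wells.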
AmpC detergent – AmpC beta-lactamase inhibition with detergent present; AmpC hydrolysis of nitrocefin, absorbance 480 nm, 0.01% Triton; AID 485294; hit rate 0.041% among 370,000; Potency, µM (series often up to 114 µM), for the others: at the highest dose activity change, negative = inhibition, usual class: inhibitors;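 also: potency is read from the fitted curve at half-maximal effect; 0% = no-compound wells and -100% = no-enzyme wells; nearly all actives have a fitted effect of over 25% in size; some results filed as inactive show a strong effect at the top dose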
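20 mM phosphate pH 7.0 + 0.01% (detergent screen) or 0.0001% Triton X-100; 5.3 nM AmpC reagent; cpd preinc 15 min RT; nitrocefin (800 uM stock) to start; A480 q20 s × 4 min; Activity was normalised to no-enzyme and no-compound control wells.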
Numbers without * were called inactive; ? = inconclusive; / = no result given; & = joins results of further samples; [ ] = dose if it differs, or a comment. Unless noted, calls follow the shape of the dose curve; as a rule, active = well fitted curve in the direction sought with a large enough effect; inconclusive = small, poorly fitted or top-dose-only effect, or another doubt; inactive = no such curve, though single readings can be large; an effect the other way counts as inactive or inconclusive. Unless noted, % is scaled to controls: 0 for no effect and ±100 for the full control effect.

SMILES | HCMV antiviral | TbPYK inhibitor | HCV inh | AmpC no deterg | AMA1-RON2 inh | LmPK inhibitor | AmpC detergent
COc1ccccc1N1CCN(C(=O)c2cccs2)CC1 | -24.8 | 3.2% | 11.2% | -0.2% | -11.7% | 1.6% | -9.1%
CCN(CC)C(=O)/C(=C/c1ccc2c(c1)OCO2)NC(=O)c1ccc(Br)cc1 | ? | 0.2% | ? | -53.0% | -3.3% | 0.7% | -10.0%
COCCCNC(=O)CNC(=O)c1cn(-c2ccccc2OC)c(=O)c2ccccc12 | -2.2 | 0.0% | 8.5% | -17.0% | -12.3% | -2.8% | -4.6%
CCOc1ccccc1N(CC(=O)NCCSc1ccccn1)S(=O)(=O)c1ccccc1 | ? | -0.9% | 1.9% | 17.9% | 4.1% | 0.1% | 1.7%
O=C(CSc1nc2sc3c(c2c(=O)n1-c1ccccc1)CCCC3)N/N=C/c1ccccc1C(=O)O | / | -0.7% | -3.0% | -25.9% | 22.2% | 4.8% | -14.2%
O=C(CCSc1ccccc1)NCCSCc1ccco1 | -6.2 | -8.5% | -3.7% | 1.7% | -4.3% | 0.8% | -12.3%
N#CC1(C#N)C2=C(CCCC2)NC(c2ccccc2)C1(C#N)C#N (configuration not stated) | / | / | / | -21.8% | / | 6.5% | -5.6%
O=C(CCCCCn1c(=S)[nH]c2ccc(N3CCOCC3)cc2c1=O)NCc1cccc(Cl)c1 | -70.7* | 8.7% | ? | -29.1% | 97.1%[activator] | 9.0% | -2.1%
CN(C)S(=O)(=O)c1ccc(C(=O)OCC(=O)Nc2sc3c(c2C#N)CCCCC3)cc1 | 52.1 | -0.5% | ? | -28.3% | -6.0% | -0.8% | -6.3%
COC(=O)C1=C(c2cc3ccccc3o2)C[C@@H]2CC[C@H]1N2C(=O)NCc1ccc(C(F)(F)F)cc1 | -38.7 | 2.2% | ? | / | 2.7% | / | /
O=C(CCCN1C(=O)/C(=C\c2ccccc2)SC1=S)Nc1ccc(O)cc1C(=O)O | ? | 1.3% | ? | -36.2% | -4.5% | 8.4% | -4.4%
CC(=O)c1cccc(NC(=O)c2c(C)nn(-c3ccccc3)c2Cl)c1 | -21.6 | -1.4% | -19.9% | 32.7% | 1.0% | -1.8% | 6.0%
N#CC1=C(N)Oc2n[nH]c(-c3ccccc3)c2C1c1cccc(OC(=O)N2CCOCC2)c1 (configuration not stated) | -1.3 | 3.1% | 14.7% | -1.4% | 15.8% | 8.5% | ?
CCOC(=O)c1ccccc1NC(=O)C1CC(=O)N(C(C)(C)C)C1 (configuration not stated) | 21.6 | -1.1% | 20.9% | 3.9% | -2.3% | 10.6% | ?
O=C(c1ccccc1)N1N=C(c2ccccc2)CC1(O)C(F)(F)F (configuration not stated) | 2.9 | 2.8% | -16.1% | -33.1% | 10.3% | 2.9% | -6.5%
C/C(CC(=O)NC12CC3CC(CC(C3)C1)C2)=N\NC(=O)c1ccc(C)cc1 | 2.7 | 3.2% | 11.9% | 22.7% | 97.2%[activator] | 5.3% | 6.1%
CCc1nnc(NS(=O)(=O)c2ccc(NC(=O)/C=C/c3ccc(F)cc3)cc2)s1 | -38.5 | 0.0% | 16.7% | -31.8% | -0.6% | 3.5% | -14.2%
CCOC(=O)c1ccc(NC(=S)N(CCN(C)C)C(C)c2ccncc2)cc1 (configuration not stated) | -14.0 | 0.9% | ? | 46.9% | -9.1% | -2.7% | -9.6%
NC(=O)COC(=O)c1ccc(-c2ccc(O)cc2)cc1 | 0.0 | 0.0% | 4.2% | -9.8% | -7.1% | 2.0% | 0.2%
O=C(COC(=O)c1cc(S(=O)(=O)N2CCOCC2)c(Cl)cc1Cl)NCc1ccco1 | 1.8 | 2.4% | 10.8% | -0.6% | -6.2% | / | /
COc1cc(OC)cc(C(=O)NCC2CCCN(Cc3cccc(C(C)=O)c3)C2)c1 (configuration not stated) | -15.3 | 0.2% | -13.6% | 4.4% | -1.1% | -5.2% | ?
C/C(=N\NC(=O)c1cccc(O)c1)c1ccc(NC(=O)Cc2ccccc2)cc1 | 109.0 | 6.4% | -27.0% | -25.3% | -9.3% | 1.7% | -2.9%
CCn1cc(C(=O)NCc2ccccc2OC)c(=O)c2cc(S(=O)(=O)N(C)C)ccc21 | ? | 3.8% | 14.1µM* | 160.4%[activator] | 0.0% | -1.4% | -11.7%
O=C(NC(=S)Nc1ccc(N2CCCCC2)c(Cl)c1)c1ccc2c(c1)OCCO2 | -63.4* | -2.3% | 3.55µM* | -34.3% | 49.1%[activator] | -1.7% | 3.9%
Nc1c(C(=O)Nc2ccccc2)sc2nc(-c3ccco3)ccc12 | 8.6 | -4.6% | 11.2µM* | -45.7% | -7.2% | -0.8% | -12.5%
CCOC(=O)c1ccc(Oc2cc(C)nc(SC)n2)cc1 | 12.9 | -25.5% | -22.9% | 2.2% | 34.3%[activator] | 3.9% | -7.8%
Cc1ccc(S(=O)(=O)Nc2cccc(C(=O)N3CCC(C(N)=O)CC3)c2)cc1 | ? | -3.9% | 9.4% | -23.3% | 9.9% | / | 9.6%
CCOC(=O)/C(=C\c1ccc(N2CCC(c3ccccc3)=N2)cc1)C(C)=O | 14.7 | 6.3% | -8.8% | / | 19.7% | / | /
CCOc1ccc(NS(=O)(=O)c2ccc(OC)c(NC(=O)c3ccc4c(c3)OCCO4)c2)cc1 | -39.3 | -2.7% | ? | -5.9% | -0.9% | 0.1% | -6.7%
C=CCN1CCN(C(c2ccc(Cl)cc2)c2nnnn2CCc2ccc(OC)c(OC)c2)CC1 (configuration not stated) | -100.7* | 2.0% | 12.2%&-25.4% | ? | 15.8% | 14.8% | -2.6%
O=C(NCCN1CCOCC1)c1cc(Cl)ccc1Cl | -4.1 | 2.3% | 2.5% | -9.2% | 8.0% | 0.1% | 1.9%
CCOC(=O)C1CCN(C(=O)Nc2ccc3c(c2)nc(C)n3C)CC1 | 47.2 | 1.2% | 8.4% | -24.3% | -1.1% | -4.0% | 0.6%
COc1ccc(CNC(=O)c2cc(SC)ccc2Cl)cc1OC | ? | 1.5% | ? | -11.6% | 0.3% | 2.3% | 3.5%
CCCCN1C[C@H](Cc2ccccc2)[C@@H](CC(=O)Nc2ccc(OC)cc2)C1=O | 6.0 | -3.8% | / | / | 5.4% | / | /
Cc1nc(C)c(-c2csc(Nc3cccc(O)c3)n2)s1 | 38.5 | -0.9% | 25.1µM* | -32.4% | -5.5% | 7.8% | 2.5%
COc1ccc(NC(=O)c2cc(S(=O)(=O)N3CCCCC3)ccc2OC)cc1 | -72.8* | 0.7% | -11.8% | 4.3% | -15.5% | 3.3% | -1.8%
CC(=O)c1ccc(N2CCN(C(=O)CCc3ccccc3)CC2)cc1 | 2.9 | 0.7% | 1.8% | 27.6% | -0.2% | -1.5% | -9.4%
O=C(Nc1cccc(S(=O)(=O)N2CCCCC2)c1)c1cnccn1 | -3.7 | -0.8% | -7.0% | -4.6% | 4.2% | 0.1% | 7.9%
C=CCN(C(=O)CN1CCCCC1)c1nc(-c2ccccc2)cs1 | 6.2 | 2.9% | 8.2% | -14.6% | -22.2% | 7.5% | -13.0%
CC(C)Oc1ccc(C(=O)Nc2nnc(C3=COCCO3)o2)cc1 | 15.3 | 3.5% | -5.8% | -13.5% | 56.3%[activator] | / | ?
COc1ccc(CSc2nnnn2C)cc1[N+](=O)[O-] | 36.8 | -4.1% | 21.7% | -13.1% | 1.7% | -1.7% | -1.3%
C=CCC[C@@H](Cc1ccc(F)cc1)C(=O)OC[C@@H]1CCCN1C(=O)[C@H](CC=C)CC(=O)N[C@H](CO)Cc1ccccc1 | 41.9 | -4.3% | 10µM* | 202.0%[activator] | -4.7% | / | /
CCC(CC)C(=O)N(C)c1c(C)nc2c(OCc3ccccc3OC)cccn12 | 3.8 | -9.3% | / | / | -4.0% | / | /
Cc1cc(CN(C)C(=O)c2cc(COc3ccc(F)cc3Cl)on2)n[nH]1 | -21.4 | 7.0% | -15.1% | 64.3%[activator] | -0.6% | 3.2% | 2.6%
Cc1ccc(NC(=O)NC2CCCCCCC2)cc1 | -3.5 | -5.7% | -2.5% | -16.8% | -0.9% | 0.4% | -1.7%
COc1cc(NC(=O)C(C)Oc2ccccc2)c(C(=O)O)cc1OC (configuration not stated) | 12.0 | 5.5% | 0.6% | -11.1% | -7.6% | -9.4% | -11.2%
COC(CNC(=O)CN1C(=O)COc2ccc(S(=O)(=O)N3CCOCC3)cc21)OC | -35.7 | -13.9% | 6.3% | 0.0% | 8.5% | -4.9% | -4.5%
O=C1OCCN1C(=O)[C@H]1[C@H](c2ccccc2)C(c2cccc(Cl)c2)=NN1c1ccc(Br)cc1 | 1.3 | 7.5% | 28.9% | -32.2% | 78.2%[activator] | / | /
O=C(O)CNC(=O)c1ccc(NC(=O)/C(=C/c2ccccc2)NC(=O)c2ccco2)cc1 | 6.1 | 2.2% | 14.7% | -15.6% | -6.4% | -0.4% | ?
O=C(NCCc1cccs1)C1CC(c2ccccc2[N+](=O)[O-])=NO1 (configuration not stated) | 88.7 | 0.2% | 17.0% | -9.9% | 5.0% | -4.7% | ?
CCOc1ccc(NC(=O)CCc2nc3cccnc3n2Cc2ccc(OC)cc2)cc1 | -35.8 | -2.3% | / | / | / | / | 0.0%

Rewritten tab-delimited: entries from further up.
Compound	HCMV antiviral	TbPYK inhibitor	HCV inh	AmpC no deterg	AMA1-RON2 inh	LmPK inhibitor	AmpC detergent
CC(C)Oc1ccc(C(=O)Nc2nnc(C3=COCCO3)o2)cc1	15.3	3.5%	-5.8%	-13.5%	56.3%[activator]	/	?
COc1ccc(CSc2nnnn2C)cc1[N+](=O)[O-]	36.8	-4.1%	21.7%	-13.1%	1.7%	-1.7%	-1.3%
C=CCC[C@@H](Cc1ccc(F)cc1)C(=O)OC[C@@H]1CCCN1C(=O)[C@H](CC=C)CC(=O)N[C@H](CO)Cc1ccccc1	41.9	-4.3%	10µM*	202.0%[activator]	-4.7%	/	/
CCC(CC)C(=O)N(C)c1c(C)nc2c(OCc3ccccc3OC)cccn12	3.8	-9.3%	/	/	-4.0%	/	/
Cc1cc(CN(C)C(=O)c2cc(COc3ccc(F)cc3Cl)on2)n[nH]1	-21.4	7.0%	-15.1%	64.3%[activator]	-0.6%	3.2%	2.6%
Cc1ccc(NC(=O)NC2CCCCCCC2)cc1	-3.5	-5.7%	-2.5%	-16.8%	-0.9%	0.4%	-1.7%
